ERK EGF block = qHTS Assay for Inhibitors of the ERK Signaling Pathway using a Homogeneous Screening Assay; Stimulation with EGF; Potency, µM (series often up to 11.5 µM), without a hit: at the highest dose activity change, negative = inhibition, actives largely listed as inhibitors; hit rate 0.41% among 130,000; HEK293-V1b, EGF-stimulated phospho-ERK AlphaScreen; active = well fitted inhibition curve with a large enough effect; inconclusive = small, poorly fitted or top-dose-only effect, or effect the other way;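 also: plate controls were stimulated vehicle wells for no effect and unstimulated vehicle basal for full effect; nearly all actives have a fitted effect of over 55% in size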
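HEK293 cells stably expressing V1b receptor, serum-reduced (1% FBS) overnight, got compound for 30 min at 37C, then 25 nM EGF for 5 min. Lysate phospho-ERK read by AlphaScreen SureFire; AC50 from Hill fits.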
* = called active by the depositor; ? = inconclusive; & = joins results of further samples; [ ] = dose if it differs, or a comment. Potency is read from the fitted curve at half-maximal effect. Not all compounds are listed. The share of hits here may be higher or lower than overall.

ERK EGF block	SMILES
2%[57.5 µM]	Cc1cc(C2CC(=O)Nc3ccccc3S2)c(C)s1 (centres undefined)
7%	Cc1ccc(CSC2=NCCN2S(=O)(=O)c2ccccc2)cc1
-5%	COc1cc(NC(=O)CCC(=O)OCCCC(F)(F)C(F)(F)F)nc(OC)n1
-4%	COc1cc(/C=C/C(=O)OCC(=O)Nc2cc(S(=O)(=O)N3CCCCC3)ccc2C)ccc1O
-4%	S=C1NCCc2ccc(Cl)cc2C1c1ccccc1Cl (centres undefined)
-11%[57.5 µM]	CCOC(=O)C1CCCN(C(=O)c2cc(S(=O)(=O)Nc3ccccc3OC)ccc2C)C1 (centres undefined)
0%[57.5 µM]	Cc1cc(-c2nc(C)c(C(=O)NNS(=O)(=O)c3ccc(Cl)cc3Cl)s2)no1
0%[57.5 µM]	COC(=O)N(NC(=O)C(O)(C(C)C)C(C)C)c1ccccc1
-5%	NC[C@@H](O)c1ccc(O)c(O)c1
1%	CCC1=NN(C(=O)CCc2ccccc2O)C(O)(C(F)(F)F)C1 (centres undefined)
2%	CN(C)/N=C/c1ccc(P(c2ccc(/C=N/N(C)C)o2)c2ccc(/C=N/N(C)C)o2)o1
?	COc1ccccc1NC(=O)Cn1c(O)c(N=NC(=O)c2ccccc2O)c2ccccc21
14%	C[C@@]12CCC(=O)C=C1C=CC1C2CC[C@]2(C)C1CC[C@@]21CCC(=O)O1 (some centres undefined)
1%	COc1ccc(NS(=O)(=O)c2cc(OCC(N)=O)c(C)cc2Cl)cc1
-5%	CCc1ccc(NC(=S)N(CCCN2CCOCC2)Cc2ccco2)cc1
-5%	O=C(Nc1nccs1)c1ccc(-c2ccc(Cl)cc2)o1
?	CCC(C)Sc1cc(C)c(C#N)c2nc3ccccc3n12 (centres undefined)
-3%[57.5 µM]	Cc1oc2c(c1C(=O)NCc1cccnc1)C(=O)c1ccccc1C2=O
3%	COc1ccc(OCC(=O)Nc2ccc(NC(=O)c3cccs3)c(OC)c2)cc1
0%	COc1ccc(C(=O)Nc2nc(N)n(-c3ccccc3)n2)cc1
0%	CC(OC(=O)c1ccccc1OCc1ccc(Cl)cc1)C(N)=O (centres undefined)
-2%	COc1ccc2[nH]cc(CCNS(=O)(=O)c3ccc(F)cc3)c2c1
6%	COc1ccc(-c2nc3ccccc3c(=O)n2CCOc2c(C)cccc2C)cc1
0%	Cc1cc(C)cc(NC(=S)Nc2ccc3cn[nH]c3c2)c1
5%	O=C(Nc1cccc(Cl)c1)c1ccc(F)c(S(=O)(=O)N2CCN(c3ccccn3)CC2)c1
3%	CCn1c(SCC(=O)N/N=C/c2ccc(C)o2)nnc1-c1ccc(C)cc1
-14%	COc1ccc2[nH]cc(CC(N)C(=O)O)c2c1 (centres undefined)
15%	CCN(CC)c1ccc(/C=N/N2C(=O)c3ccccc3C2=O)c(O)c1
2%	CCOc1ccc(Br)cc1S(=O)(=O)Nc1cccc(S(=O)(=O)N(C)c2ccccc2)c1
-8%	CC1CCN(C(c2nnnn2CCc2ccccc2)C(C)C)CC1 (centres undefined)
-7%	COc1ccc(C(=O)N(O)c2ccccc2)cc1
-8%[57.5 µM]	S=C(NCc1ccco1)Nc1ccccc1Cl
-4%	COc1ccc(OC)c(Cc2nnc(CCC(=O)NC3C4CC5CC(C4)CC3C5)o2)c1 (centres undefined)
-1%	CCCC(=O)Nc1sc(C)c(-c2ccc(OC)cc2)c1C#N
11%[57.5 µM]	NNC(=S)Nc1cccc(Cl)c1
?	CCC(=O)OCCNc1cc(Sc2nccn2C)c2nonc2c1[N+](=O)[O-]

Arranged by molar mass (highest first): part of the list above.
ERK EGF block	SMILES
2%	CCOc1ccc(Br)cc1S(=O)(=O)Nc1cccc(S(=O)(=O)N(C)c2ccccc2)c1
-4%	COc1cc(/C=C/C(=O)OCC(=O)Nc2cc(S(=O)(=O)N3CCCCC3)ccc2C)ccc1O
5%	O=C(Nc1cccc(Cl)c1)c1ccc(F)c(S(=O)(=O)N2CCN(c3ccccn3)CC2)c1
0%[57.5 µM]	Cc1cc(-c2nc(C)c(C(=O)NNS(=O)(=O)c3ccc(Cl)cc3Cl)s2)no1
?	COc1ccccc1NC(=O)Cn1c(O)c(N=NC(=O)c2ccccc2O)c2ccccc21
-5%	COc1cc(NC(=O)CCC(=O)OCCCC(F)(F)C(F)(F)F)nc(OC)n1
3%	COc1ccc(OCC(=O)Nc2ccc(NC(=O)c3cccs3)c(OC)c2)cc1
?	CCC(=O)OCCNc1cc(Sc2nccn2C)c2nonc2c1[N+](=O)[O-]
-5%	CCc1ccc(NC(=S)N(CCCN2CCOCC2)Cc2ccco2)cc1
-3%[57.5 µM]	Cc1oc2c(c1C(=O)NCc1cccnc1)C(=O)c1ccccc1C2=O
0%	CC(OC(=O)c1ccccc1OCc1ccc(Cl)cc1)C(N)=O (centres undefined)
-4%	S=C1NCCc2ccc(Cl)cc2C1c1ccccc1Cl (centres undefined)
0%	COc1ccc(C(=O)Nc2nc(N)n(-c3ccccc3)n2)cc1
-8%[57.5 µM]	S=C(NCc1ccco1)Nc1ccccc1Cl
-7%	COc1ccc(C(=O)N(O)c2ccccc2)cc1
11%[57.5 µM]	NNC(=S)Nc1cccc(Cl)c1

Some of these compounds in order of their number in ERK EGF block, highest first.
Compound,ERK EGF block
CCN(CC)c1ccc(/C=N/N2C(=O)c3ccccc3C2=O)c(O)c1,15%
CCn1c(SCC(=O)N/N=C/c2ccc(C)o2)nnc1-c1ccc(C)cc1,3%
CCOc1ccc(Br)cc1S(=O)(=O)Nc1cccc(S(=O)(=O)N(C)c2ccccc2)c1,2%

The listing continues:
ERK EGF block	SMILES
12%	C/C=C(/C)C(=O)OC1Cc2c(ccc3ccc(=O)oc23)OC1(C)C (centres undefined)
-2%	Cc1cc2n(c(=O)c1C#N)CCCN2c1ccccc1
-3%	CCOC(=O)C1C(c2cccc(F)c2)NC(=S)NC1(O)C(F)(F)F (centres undefined)
17%	CCN(CC)CCNc1ccc(CO)c2sc3ccccc3c(=O)c12
4%	COCCSc1nnc(NC(=O)Cc2ccc(OC)c(OC)c2)s1
2%	O=C(COc1ccc(C(=O)c2ccccc2)cc1)NCC(=O)Nc1ccccc1Br
2%	CCOc1ccc(-n2c(=O)c3sccc3n(CC(=O)NCCc3ccc(OC)c(OC)c3)c2=O)cc1
-8%[57.5 µM]	N#Cc1ccc(S(=O)(=O)N2CCN(c3ncccn3)CC2)cc1
8%&-3%	COCOc1cc(OC)ccc1C(=O)/C=C/c1ccc2c(c1)OCO2
-13%[57.5 µM]	CCc1ccn2cc(-c3ccc4c(c3)OCO4)nc2c1
9%	CCOC(=O)c1ccc(NC(=O)CNS(=O)(=O)c2ccccc2)cc1
-7%	CCC1=Nc2cc(C(=O)NCc3ccco3)ccc2Sc2ccccc21
6%	Cc1nc(N2CCOCC2)c2nc(-c3ccccc3)n(CCCN3CCOCC3)c2n1
1%[57.5 µM]	CC(C)c1cc(C(=O)O)c2cnn(C(C)C)c2n1
2%	COc1ccccc1CNc1ccc([N+](=O)[O-])cc1C
28µM*	O=C(CSc1nc2ccccc2c(=O)n1-c1ccccc1)N1CCc2ccccc2C1
2%	CCOc1ccc(CC(=O)N2N=C(C)CC2(O)C(F)(F)F)cc1 (centres undefined)
-4%	O=C(c1ccc(N2CCCCC2)c([N+](=O)[O-])c1)N(c1ccccn1)c1ccccn1
-7%	Cc1cccc(C(=O)N(NC(=O)Oc2ccccc2)C(C)(C)C)c1
1%	COc1cccc(NC(=O)Nc2cccs2)c1
12%	Cc1cc(C)nc(SCc2cc(=O)c(OC(=O)c3ccc(S(=O)(=O)N4CCCC4)cc3)co2)n1
12%	S=C(Nc1cccnc1)Nc1ccccc1Br
-3%[57.5 µM]	Cc1ccc(C(=O)NC(C(=O)Nc2cccc(S(N)(=O)=O)c2)C(C)C)cc1 (centres undefined)
-10%	CN(Cc1ccon1)C(=O)CCc1nnc(CCCCc2ccccc2)o1
?	COc1ccc(-c2[nH]ncc2CN2CCN(C3CCCCC3)C(=O)C2)cc1F
?	COC(=O)C1=C(NC(=O)C2CCCCC2)CCS1
9%	COc1ccc2c(c1)-c1nc(/N=C/c3ccccc3O)sc1CC2
-3%	COCC(=O)Nc1ccc(OCc2ccccc2)cc1
5%	O=C(NCC1CCCO1)c1nc2c(nnn2Cc2ccccc2Cl)c(=O)[nH]1 (centres undefined)
?	N#C/C(=N\Nc1cccc(F)c1)C(=N)N1CCCCCC1
3%	COc1ccc(Cl)cc1NC(=O)CN(C)C(=O)COc1ccccc1F
-6%	COc1ccc(NS(=O)(=O)c2ccc(NC(=O)c3ccc(Br)cc3)cc2)nn1
-10%	COc1ccccc1-c1ccc(SCC(=O)NCCc2ccccc2)nn1
1%[57.5 µM]	O=C(Nc1ccc(N2CCN(C(=O)c3ccccc3)CC2)c(Cl)c1)c1ncn[nH]1
6%[57.5 µM]	CCOC(=O)CC1OC(=O)c2cc3c(cc21)C(=O)OC3CC(=O)OCC (centres undefined)
-1%	COc1ccc(C2C(=O)c3ccccc3C2=O)cc1OC
-6%	CCC(=O)NC(=S)Nc1ccc(NC(=O)c2ccc([N+](=O)[O-])cc2Cl)cc1
?	O=C(COc1ccc(Cl)cc1)Nc1nc(-c2cccs2)cs1
-2%[57.5 µM]	CCCCn1c(-c2cccs2)nc2oc3ccccc3c(=O)c2c1=O
-1%[57.5 µM]	Cc1nn(-c2cc(C(F)(F)F)ccc2Cl)c2nc(C(Cl)(Cl)Cl)[nH]c(=O)c12
-16%	CCCn1c(SCC(=O)NC(C)c2ccccc2)n[nH]c1=O (centres undefined)
-3%	COc1ccccc1NC(=O)c1cc(Cl)nnc1Cl
6%[57.5 µM]	CCOC(=O)c1c(/N=C/c2cccc([N+](=O)[O-])c2O)sc2c1CCC2
-5%	COc1ccc(-n2cccc2/C=C2\C(=N)N3N=C(c4ccco4)SC3=NC2=O)cc1
1%	O=C(Nc1ccc(S(=O)(=O)Nc2ncccn2)cc1)c1ccc(S(=O)(=O)N2CCCC2)cc1
12%	Cc1cc(S(=O)(=O)N2CCN(c3ncccn3)CC2)ccc1-n1cnnn1
-1%	O=S(=O)(/N=C(/Nc1ccc(F)cc1F)c1ccccc1)c1ccccc1
-3%[57.5 µM]	CCCCC1=CC2=C(c3ccco3)C(=O)C(C)(OC(=O)c3ccc(OC)cc3)C(=O)C2=CN1CC(C)C (centres undefined)
-4%[57.5 µM]	CCOC(=O)c1cc(C(=O)NN)c(=O)[nH]c1C
-2%	COc1ccc(N2C(=O)CCC(C(=O)N3CCN(c4ccccn4)CC3)C2c2ccc(F)cc2)cc1 (centres undefined)
10%	O=C(CSc1ccc2nnc(-c3cccc(F)c3)n2n1)N1CCCc2ccccc21
3%	Nc1ccc(C(=O)n2c3ccccc3c3ccccc32)cc1
2%	Cc1nc2ccccc2c(=O)n1NC(=O)c1cccnc1Cl
1%[57.5 µM]	CSc1nc(N)n2nc(C(C)(C)C)cc2n1
2%	COc1ccc(CNC(=O)c2ccc(N3CCOCC3)c([N+](=O)[O-])c2)cc1
3%	CCCCOc1ccc(S(=O)(=O)NNC(=O)c2cc3ccccc3o2)cc1
-9%[57.5 µM]	Cc1ccc(C(=O)N2CCC3(CC2)Oc2ccc(Cl)cc2C(=O)C32CC(c3cccnc3)=NO2)s1 (centres undefined)
8%	O=C(/C=C/c1ccccc1)N/C(=C/c1ccccc1)C(=O)N1CCOCC1
-9%	CCOC(=O)C1CCN(C(=O)CCS(=O)(=O)c2ccc3c(c2)CCN3C(=O)CC)CC1
-20%[57.5 µM]	CCC(=O)Nc1cccc(C2=NOC3(C2)C[C@@H](C(N)=O)N(C(=O)c2cc([N+](=O)[O-])cc([N+](=O)[O-])c2C)C3)c1 (some centres undefined)

The results go on.
ERK EGF block	SMILES
4%	CCN(CC)C(=O)COC(=O)c1cc(-c2ccco2)nc2ccccc12
-7%	CC1CCCN(c2ccc([N+](=O)[O-])cc2C(=O)c2ccccc2)C1 (centres undefined)
3%	CCOC(=O)c1c(C)n(C)c2ccc(OC(=O)c3ccc([N+](=O)[O-])cc3)cc12
4%	COc1ccc([N+](=O)[O-])cc1NC(=O)C(C)OC(=O)c1cccnc1 (centres undefined)
2%	CCOC(=O)C1=C(O)/C(=C/c2cccc(OC)c2O)N=C1C
27%[57.5 µM]	CCOc1ccc(/C=N/n2nnnc2N)cc1O
7%[57.5 µM]	CC(C)CN(Cc1cc(=O)oc2cc(-c3ccccc3)c(O)cc12)CC(C)C
13%	COc1ccc(-c2nc3ccccc3c(=O)n2NC(=O)Cc2ccccc2)cc1
4%	COC(=O)N1CCC2(CC1)CCN(C(c1ccccc1)c1ccccc1)CC2
6%[57.5 µM]	CCCCSc1cc(C)nc(N)n1
-8%	COc1ccc(NC(=O)NNc2cc(N3CCOCC3)nc(N3CCOCC3)n2)cc1
-2%	Cc1ccccc1NC(=O)COC(=O)c1cc(=O)c2ccccc2o1
-4%	Cc1ccc(CN2C(=O)S/C(=C\c3ccccc3OCC(=O)O)C2=O)cc1
-3%[57.5 µM]	Cc1cc(C(C)(C)C)c(O)c(C)c1CC1=NCCN1
8%	O=C(COC(=O)c1ncc(Cl)c(Cl)c1Cl)c1ccc(Cl)s1
5%	COc1ccc(OC)c(/C=N/NC(=O)c2cc(-c3ccc(C)o3)nc3ccccc23)c1
0%	CC(=O)Nc1ccc(NC(=O)Cn2cc3c(n2)CCC(C)C3)cc1 (centres undefined)
?	COc1ccc2c(c1)OC/C(=C\c1ccc(OC)c(O)c1)C2=O
11%	CCCCN1CN(Cc2ccco2)CNC1=S
10%	COC(C(=O)NC(C(C)C)C(C)C)c1ccccc1 (centres undefined)
11%	CC(C(=O)Nc1c2c(cc3c1CCC3)CCC2)N1CCCC1 (centres undefined)
7%	O=C(Cc1ccccc1[N+](=O)[O-])N1CCN(c2ccc(F)cc2)CC1
-2%	CC(C)(C)n1nnnc1C(c1cccnc1)N1CCN(c2ccccn2)CC1 (centres undefined)
4%	CCc1ccc(C(=O)COC(=O)c2cccnc2Cl)cc1
-2%	COc1ccc(CCNC(=O)CSc2nnc(NC(C)=O)s2)cc1OC
